Bioassay records as filed in PubChem BioAssay.
CCR6 antag = CCR6 receptor antagonists, primary screen, cell-based, CHO-K1, luminescence, beta-arrestin, uHTS. C-C chemokine receptor type 6 (Homo sapiens), P51684. CHO-K1 CCR6 PathHunter beta-arrestin, CCL20-stimulated. inhibition, % at 20 µM. hit rate 0.49% among 340,000;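 active = compounds whose inhibition of the agonist-driven luminescence signal at 20 µM reaches about 50%, limit read from the data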;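 also: cells stimulated with CCL20 at 14 nM final; plate controls were DMSO with CCL20 for no effect and DMSO without agonist for full effect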
Target sequence (P51684 whole entry, looked up): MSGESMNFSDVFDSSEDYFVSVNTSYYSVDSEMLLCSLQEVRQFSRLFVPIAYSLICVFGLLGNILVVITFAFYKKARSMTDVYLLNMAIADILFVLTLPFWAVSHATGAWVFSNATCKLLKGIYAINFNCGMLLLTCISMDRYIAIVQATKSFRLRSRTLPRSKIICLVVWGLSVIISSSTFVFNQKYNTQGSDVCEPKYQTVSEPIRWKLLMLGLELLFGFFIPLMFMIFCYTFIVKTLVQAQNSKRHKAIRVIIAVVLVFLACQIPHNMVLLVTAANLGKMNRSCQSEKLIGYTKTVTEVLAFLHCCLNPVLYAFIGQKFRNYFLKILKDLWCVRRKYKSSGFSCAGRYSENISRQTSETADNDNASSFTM
UBC13 inh = UBC13 polyubiquitin chain formation inhibitors, primary screen, biochemical, TR-FRET, uHTS | hit rate 0.47% among 330,000 | AID 485273, 2010 | Ubiquitin-conjugating enzyme E2 N (Homo sapiens), P61088 | inhibition, % at 20 µM; in the data active = inhibition above about 45%, passing the limit was not always enough; inconclusive = no clear call, values can overlap the other calls
EBI2 antag = EBI2 receptor antagonists, beta-arrestin recruitment, primary screen, cell-based, luminescence, 7a,25-OHC stimulation, uHTS | G-protein coupled receptor 183 (Homo sapiens), P32249 | 7a,25-OHC stimulated | inhibition, % at 5 µM | hit rate 0.81% among 360,000 | AID 651636, 2012; in the data active = inhibition above about 38%;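 also: enzyme fragment complementation signal reports receptor beta-arrestin coupling in cells; 0% = agonist plus DMSO wells and 100% = wells without agonist; some results beyond the cut were filed as inactive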
Target sequence (P32249 whole entry, looked up, the tested form may be a part): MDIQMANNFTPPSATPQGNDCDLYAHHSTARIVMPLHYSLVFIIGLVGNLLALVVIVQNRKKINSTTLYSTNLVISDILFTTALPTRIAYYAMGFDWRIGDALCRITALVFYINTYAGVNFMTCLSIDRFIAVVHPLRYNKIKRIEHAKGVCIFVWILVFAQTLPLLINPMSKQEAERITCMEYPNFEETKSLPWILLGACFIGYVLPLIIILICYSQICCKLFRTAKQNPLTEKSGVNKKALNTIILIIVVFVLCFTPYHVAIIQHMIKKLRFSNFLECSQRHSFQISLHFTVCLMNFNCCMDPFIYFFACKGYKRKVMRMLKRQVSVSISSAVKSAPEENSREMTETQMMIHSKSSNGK
APJ antagonist = antagonists of human apelin receptor APJ, primary screen, CHO-K1 cells, beta-arrestin complementation, luminescence; P35414; inhibition, % at 20 µM; hit rate 0.32% among 330,000;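 active = inhibition above about 40% at 20 µM, limit read from the data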;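 also: cells challenged with 10 nM apelin-13 agonist together with compound; plate controls were apelin-13 plus DMSO wells for no effect and DMSO wells lacking apelin-13 for full effect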
Gli-Sufu antag = Gli-Sufu pathway antagonists, primary screen, luciferase luminescence, Sufu-KO-LIGHT cells, uHTS; Sufu-KO-LIGHT fibroblasts, Gli luciferase reporter luminescence; inhibition, % at 5 µM; hit rate 0.74% among 340,000;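 active = inhibition above about 55%, limit read from the data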;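 also: 0% = DMSO-treated cells and 100% = wells with medium but no cells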
ATG4B inh = ATG4B protease inhibitors, primary screen, biochemical, fluorescence, uHTS. Cysteine protease ATG4B (Homo sapiens), Q9Y4P1. ATG4B cleavage of LC3-PLA2, NBD-HPC fluorescence, 1 h. inhibition, % at 8.33 µM. hit rate 0.51% among 340,000. AID 504462, 2011; in the data active = inhibition above about 40%
APJ agonist = agonists of human apelin receptor APJ, primary screen, CHO-K1 cells, PathHunter beta-arrestin, luminescence. 0% DMSO wells, 100% apelin. AID 2520, 2010. hit rate 0.11% among 330,000. activation, % at 20 µM;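 active = activation more than six SD over the plate average, tested at 20 µM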;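 also: 0% = DMSO alone and 100% = apelin-13 at 10 nM; some results filed as inactive read as strong as hits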
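Assay system: engineered CHO-K1 APJ arrestin reporter cells; Amount: 1000 CHO-K1 reporter cells seeded per well; Dosing: one dose, 20 µM compound, 1% DMSO; Times: compound stimulation 90 min at 25 °C, detection 60 min; Measured by: luminescent beta-gal fragment complementation, chemiluminescent substrate; Read-out: APJ–arrestin association signal; Controls: DMSO vs Apelin-13 10 nM.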
CXCR6 block = CXCR6 receptor inhibitors, primary screen, cell-based, beta-arrestin, luminescence, CHO-K1 PathHunter, 1536-well; C-X-C chemokine receptor type 6 (Homo sapiens), O00574; inhibition, % at 20 µM; hit rate 0.36% among 360,000; in the data active = inhibition above about 34%, passing the limit was not always enough;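 also: antagonist mode with CXCL16 agonist at 10 nM final; 0% = 10 nM CXCL16 with DMSO and 100% = unstimulated wells without agonist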
Target sequence (O00574 whole entry, looked up): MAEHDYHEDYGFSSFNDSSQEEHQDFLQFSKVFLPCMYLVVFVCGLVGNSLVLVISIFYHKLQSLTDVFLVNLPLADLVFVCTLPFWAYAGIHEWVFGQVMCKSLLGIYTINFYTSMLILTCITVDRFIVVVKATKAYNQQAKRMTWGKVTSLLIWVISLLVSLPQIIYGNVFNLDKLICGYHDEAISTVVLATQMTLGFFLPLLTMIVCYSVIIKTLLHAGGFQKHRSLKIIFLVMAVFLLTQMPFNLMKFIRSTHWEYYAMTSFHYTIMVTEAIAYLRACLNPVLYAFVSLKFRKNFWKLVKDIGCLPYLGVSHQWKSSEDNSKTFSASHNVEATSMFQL
An asterisk follows results filed as active; ? = inconclusive; · = not tested or not shown.

SMILES	CCR6 antag	UBC13 inh	EBI2 antag	APJ antagonist	Gli-Sufu antag	ATG4B inh	APJ agonist	CXCR6 block
Cc1cc(C)c(S(=O)(=O)Cc2ccccc2)c(OC(C)C)n1	17	3	5	15	10	-2	-2	10
Cn1cnc([N+](=O)[O-])c1Cl	10	-1	-7	-5	9	4	-1	-4
O=C(c1ccc(NS(=O)(=O)c2ccc3[nH]c(=O)[nH]c3c2)cc1)N1CCCCC1	6	-14	-3	-4	-8	6	-1	-6
O=C(O)C1CC=CCC1C(=O)N1CCN(c2nc(-c3ccccc3)c3ccccc3n2)CC1 (stereo unspecified)	-1	6	-11	1	-4	10	-6	5
COc1ccc(Cl)cc1NC(=O)CN(C)C(=O)c1cc2ccccc2cc1O	-12	13	10	12	0	-17	6	-14
CCC(=O)N1CCN(c2ccc(NC(=O)c3ccc(C#N)cc3F)cc2Cl)CC1	-5	-12	-6	-8	2	-5	-1	8
O=[N+]([O-])c1ccc(F)cc1OCc1cccc(S(=O)(=O)N2CCOCC2)c1	3	-3	-6	-43	-5	-11	8	-4
COCC(C)Nc1nc(C)c(C(C)=O)s1 (stereo unspecified)	2	-8	0	6	0	2	-4	-7
Cc1ccc(CN2CCN(c3cccc4[nH]ccc34)CC2)cc1	13	5	12	-31	10	-4	-2	-16
COc1ccc(Cl)cc1NC(=O)C(C)OC(=O)Cn1cc(C(F)(F)F)ccc1=O (stereo unspecified)	9	19	10	26	8	-2	-2	-6
COC(=O)c1cc(C(=O)OC)n(Cc2ccc(C)cc2)c1C	14	-7	17	15	8	-19	-3	-2
CC1(C)N=C(N)N=C(N)N1c1ccc(OCCCOc2ccccc2)c(Cl)c1	12	·	-13	·	3	5	·	-7
C[C@@H]1ON(C)[C@H]2C[C@H]3c4cc(N5CCOCC5)ccc4CCN3C(=O)[C@@H]12	-9	·	-2	·	-1	5	·	5
CC1Cc2ccccc2N1C1=CC(=O)CCC1 (stereo unspecified)	-7	0	-3	0	50	0	-1	-7
O=C(NCC(=O)N(Cc1ccco1)C(C(=O)NC1CCCCC1)c1cccnc1)c1ccco1 (stereo unspecified)	1	2	0	10	-1	-9	0	2
CCCOc1ccc(C(=O)NCc2cccnc2)cc1	-4	4	-5	7	-4	6	-2	-1
O=C(Nc1cc(S(=O)(=O)Nc2ccccc2F)ccc1Cl)c1ccc(F)cc1F	7	-8	4	14	-3	-9	0	7
CCCOC(=O)/C(=C\c1ccc([N+](=O)[O-])o1)NC(=O)c1ccccc1	2	-13	-5	-12	17	-5	1	-4
Cc1ccc(S(=O)(=O)c2cc3c(=O)n4cccc(C)c4nc3n(CCc3ccccc3)c2=N)cc1C	1	·	-10	·	1	-6	·	-4
CC(C)OC(=O)NCCOC(=O)Nc1ccc(Cl)c(Cl)c1	3	7	9	0	16	-12	10	-5
CCn1c(=O)c2c(nc(SCC(=O)NC3CCCC3)n2C)n(C)c1=O	9	-5	-9	10	-1	3	1	-4
CCN(CC)CCNS(=O)(=O)c1ccc(C(=O)NN)cc1	-10	-11	1	4	4	-2	1	-2
Cc1nn(C)c(C)c1NS(=O)(=O)c1ccc(Cl)s1	-3	12	13	-2	5	-2	-3	5
Cc1nnc(SCc2ccccn2)n(N)c1=O	-6	-10	-5	10	-2	3	-6	-4
CCCN1C(=O)/C(=C/c2cc(C)n(C)c2C)SC1=Nc1ccc(OC)cc1	19	-14	17	-8	12	10	6	9
COc1ccc(/C(C)=N/N2CCCCC2)c(O)c1	7	0	-4	-7	-24	-1	-3	-6
COc1ccc(Cl)cc1NC(=O)c1nc2nc(C)cc(C(F)F)n2n1	13	-3	12	4	-7	-4	-2	9
O=C(COC(=O)c1ccc(Cl)nc1)NCc1ccc2c(c1)OCO2	6	-2	3	4	1	0	0	7
C=CCn1c(N/N=C/c2ccc(O)cc2)nc2ccccc2c1=O	24	5	0	11	-21	-2	-2	-2
CN1/C(=C\C=O)C(C)(C)c2ccccc21	-1	-16	-8	-6	24	-12	-1	-1
CCCCC(C(=O)NC1CCCC1)N(C(=O)c1snc(C(N)=O)c1N)c1ccc(OCC)cc1 (stereo unspecified)	19	36	15	19	8	2	-1	19
O=C1OCC2=C1C(c1ccc(F)cc1)c1cc3c(cc1N2)OCO3 (stereo unspecified)	-5	·	1	·	56*	-12	·	0
O=C(c1ccc(Br)o1)N1N=C(c2ccc(Cl)cc2)CC1c1ccco1 (stereo unspecified)	13	13	-4	9	1	10	-6	3
Cc1cc(-c2nn(-c3ccccc3F)cc2CNCCc2cnc[nH]2)c(C)s1	16	3	-6	-1	17	-7	-4	2
COC(=O)c1ccc(CN(Cc2ccc(C(=O)OC)o2)C(C)(C)C)o1	-5	?	-7	-9	-2	-3	1	3
CC(Sc1nc(-c2ccccc2)cc(C(F)(F)F)n1)C(=O)N1CCC(C(N)=O)CC1 (stereo unspecified)	8	1	-4	9	3	-25	2	2
COc1ccc(C(=O)Cc2cc(OC)c(OC)cc2[N+](=O)[O-])cc1	1	-4	0	14	-21	-7	2	1
N#Cc1ccccc1Sc1ccccc1C(=O)NCC(c1ccco1)N1CCCC1 (stereo unspecified)	14	7	-4	5	7	18	3	-3
CCCCn1c(-c2ccco2)nc2oc3ccccc3c(=O)c2c1=O	8	-2	2	23	-6	-4	-1	-1
Cc1ccc(Cn2ccc(=O)c(OCc3c(Cl)cccc3Cl)c2C)cc1	10	0	24	2	-1	-5	-4	-3
COc1ccc(S(=O)(=O)N2CCC(C(=O)NC3CC3)CC2)cc1	-1	-12	-2	9	5	0	1	8
C=CCNC(=S)NNC(=O)c1csc(C)c1CC	-5	-7	-9	11	0	10	1	3
C=CCn1c(C)nnc1SCC(=O)N1CCN(S(=O)(=O)c2ccccc2)CC1	10	5	-6	2	3	2	-1	2
CCOC(=O)CC(c1ccc(N)cc1)n1c(C)ccc1C (stereo unspecified)	-4	-11	-2	-14	-20	1	1	-3
O=C(NNC(=O)c1cc2ccccc2cc1O)c1cccs1	-1	7	7	5	-23	-13	-4	-3
COc1ccc(C2/C=C\CN(C(=O)NC(C)C)CC(=O)N2Cc2ccc(F)cc2)cc1 (stereo unspecified)	11	-2	-9	2	8	2	10	-2
Cc1ccc(C)c(NC(=O)COC(=O)c2nc(Cl)ccc2Cl)c1	2	2	-4	1	-13	2	0	2
O=C(NCC12CC3CC(CC(C3)C1)C2)c1nc2ncccn2n1	5	-6	-1	1	9	-1	-3	-4
COC1=Cc2c(ccc3ccc(=O)oc23)OC1(C)C	1	-6	3	10	17	-6	1	6
O=C(NCc1ccccc1F)C1CCCN(S(=O)(=O)N2CCOCC2)C1 (stereo unspecified)	-13	-6	-5	-5	-5	2	-1	-7
Cc1cccc(C2=NN(c3ccc(Br)cc3)[C@@H](C(=O)N3CCOC3=O)[C@@H]2c2ccc([N+](=O)[O-])cc2)c1	12	·	10	·	-10	-6	·	9
CSc1ncccc1C(=O)Nc1ccc(S(=O)(=O)N2CCCC2)cc1	0	1	3	-3	0	1	5	-13
COc1ccc(NC(=O)c2n[nH]c(=O)c3ccccc23)cc1S(=O)(=O)N1CCCCC1	5	3	6	-16	15	-23	-1	-2
COc1ccc(OCCN2C(=O)NC(C)(c3ccc(C)cc3)C2=O)cc1 (stereo unspecified)	7	2	-3	-2	-4	-8	-2	-9
Cc1[nH]c2ccccc2c1C(=O)COC(=O)C1CCC1	-2	2	-2	15	4	-4	-1	-20
CCOc1ccccc1Nc1nnc(SCC(=O)Nc2cccc(S(=O)(=O)NC3=NCCCCC3)c2)s1	2	11	-7	-20	7	-5	1	-9
NS(=O)(=O)c1ccc(CCNC(=O)CNC(=O)c2ccc(Oc3ccccc3)cc2)cc1	2	4	-6	6	31	-7	-3	4
COc1ccc(/C=C(\C#N)C(=O)NCc2cccs2)cc1OC	-5	7	6	6	-6	33	-1	1
COc1ccccc1OCC(=O)Nc1ccc2c(c1)OCCO2	13	7	2	26	15	0	-1	5
COc1cc(/C=C2\C(=N)N3N=C(S(C)(=O)=O)SC3=NC2=O)cc(OC)c1OCCOc1cccc(C)c1	19	-19	3	17	-2	17	-5	7

In a second layout: entries from further up.
Screens in order – CCR6 antag	UBC13 inh	EBI2 antag	APJ antagonist	Gli-Sufu antag	ATG4B inh	APJ agonist	CXCR6 block
COc1ccc(OCCN2C(=O)NC(C)(c3ccc(C)cc3)C2=O)cc1 (stereo unspecified)
    7	2	-3	-2	-4	-8	-2	-9
Cc1[nH]c2ccccc2c1C(=O)COC(=O)C1CCC1
    -2	2	-2	15	4	-4	-1	-20

Carrying on:
SMILES	CCR6 antag	UBC13 inh	EBI2 antag	APJ antagonist	Gli-Sufu antag	ATG4B inh	APJ agonist	CXCR6 block
CC(C)CC(=O)NC(=S)Nc1ccccc1N1CCCC1	12	-12	-2	1	3	6	-3	10
Cc1ccc(CNC(=O)CCn2cc(-c3ccc(F)cc3)nc2-c2ccncc2)cc1	14	9	7	0	-6	7	-4	5
COc1ccc(-c2cc(C(=O)Nc3ccc(O)cc3)c3ccccc3n2)cc1OC	14	12	0	-3	-17	-24	0	7
CCC(C)N(C(=O)COc1ccccc1C#N)C1CCS(=O)(=O)C1 (stereo unspecified)	-1	-3	1	-48	-3	-2	6	-11
O=C(COC(=O)CCc1nc2ccccc2c(=O)[nH]1)Nc1ccccc1OC(F)F	14	12	-9	30	-4	9	-4	0
CCO[C@@H]1OC(C(=O)NCc2ccccc2)=C[C@H](c2ccc3c(c2)OCO3)[C@H]1CCCO	1	4	-5	17	-10	-15	7	-6
CC1c2ccccc2-c2ccccc2N1C (stereo unspecified)	5	·	2	·	2	-5	·	-1
CC1CCN(CC(=O)N2CC(=O)Nc3ccccc32)CC1	4	0	-5	-4	-4	-11	-1	-7
CCOc1cccc(SCc2noc(C(=O)NCCOC)c2C(=O)O)c1	2	-6	-2	12	0	5	8	-4
COc1cc(-c2ccc3oc(-c4ccsc4)c(C#CC4(O)CCCCC4)c3c2)cc(OC)c1OC	-4	5	8	14	3	-25	10	7
COc1cc2sc3ccc(-c4ccc(N(C)C)nc4)cc3c(=O)c2cc1OC	6	1	·	-112	·	13	21	·
CN(CC(=O)N1CCN(c2ccccc2)CC1)S(=O)(=O)c1cnc[nH]1	8	5	2	16	2	-3	-3	0
COC(=O)c1ccc(/C=C/c2ccc3cccc(OC(C)=O)c3n2)cc1	14	-18	11	-3	-33	-12	-4	14
CCCN1CCc2c(sc(NC(=O)c3ccc(S(=O)(=O)N(C)c4ccccc4)cc3)c2C(=O)NC)C1	28	8	4	0	37	-1	1	19
Nc1c(C(=O)C2CC2)sc2nc(-c3cccs3)cc(C(F)(F)F)c12	9	-4	9	13	-9	-13	-7	1
COc1ccccc1CNC(=O)C1(c2ccc(Cl)cc2)CC1	2	1	0	17	-10	3	-2	2
O=P(c1ccccc1)(c1ccccc1)C(O)c1ccco1 (stereo unspecified)	-13	-5	9	-9	-4	-13	0	-8
CCOc1cc(CNc2cccc3[nH]c(C)nc23)ccc1OC	4	-2	-11	4	18	-1	-1	-3
COc1ccc(CNC(=O)c2cc(-c3ccncc3)nc3c(C)cc(C)cc23)cc1OC	3	-1	8	-4	5	-13	-1	15
O=c1cc(O)c(-c2ccc(Cl)c(Cl)c2)c(Cl)[nH]1	15	-2	-3	6	1	-4	5	-10
O=C(COc1ccc(F)cc1)Nc1ccc2c(c1)OCCO2	3	8	-5	0	3	-5	-2	5
